TIM10 inh: inhibits growth of TIM10 yeast strain | inhibition, % at 10 µM | 330,000 compounds, 1.4% hits | S. cerevisiae TIM10 strain growth, BacTiter-Glo luminescence, 24 h;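 active = inhibition of 40% or more at the single tested concentration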;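 also: wild-type TIM10 isogenic control strain grown at permissive 25 °C; 0% = DMSO yeast wells and 100% = minimal medium wells without yeast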
XBP1 UPR activ: adaptive UPR (XBP1) activation; CHO-XBP1 luciferase reporter, IRE1-XBP1 UPR activation, luminescence; percent of tunicamycin response, DMSO as zero; activation, % at 20 µM; 330,000 compounds, 0.33% hits;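 active = versus positive control, 20 µM dose yields 30% or more activation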;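 also: 100% = tunicamycin at 10 µg/mL and 0% = DMSO only wells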
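Material: CHO cell line with stable XBP1 luciferase reporter; buffer or medium: F12 medium containing 10% fetal bovine serum; compound: single point, 20 µM final compound, 1% DMSO; incubation: 6 h treatment, 37 °C; measured by: glow luminescence from Steady-Glo reagent; evaluation: activation, % of tunicamycin; control set: tunicamycin high, DMSO low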
APJ agonist: APJ receptor agonism. CHO-K1 APJ PathHunter beta-arrestin, luminescence; 0% DMSO wells, 100% apelin. 330,000 compounds, 0.11% hits. activation, % at 20 µM;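 active = activation more than six SD over the plate average, tested at 20 µM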;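 also: 0% = DMSO alone and 100% = apelin-13 at 10 nM; some results filed as inactive read as strong as hits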
Target sequence (P35414 whole entry, looked up): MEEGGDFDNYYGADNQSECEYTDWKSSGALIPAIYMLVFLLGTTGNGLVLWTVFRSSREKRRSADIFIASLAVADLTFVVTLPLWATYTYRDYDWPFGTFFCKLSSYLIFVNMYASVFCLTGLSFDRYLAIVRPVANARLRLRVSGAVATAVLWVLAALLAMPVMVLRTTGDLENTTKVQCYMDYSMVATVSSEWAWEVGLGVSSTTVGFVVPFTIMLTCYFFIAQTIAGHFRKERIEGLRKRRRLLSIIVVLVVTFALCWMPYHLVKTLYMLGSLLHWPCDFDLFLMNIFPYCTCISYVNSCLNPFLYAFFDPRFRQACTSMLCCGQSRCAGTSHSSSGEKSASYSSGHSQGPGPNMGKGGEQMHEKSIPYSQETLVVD
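Test system: CHO-K1 APJ beta-arrestin complementation cell line. Amount: cell density 1000 per well. Controls: DMSO negative, 10 nM Apelin-13 positive. Signal: luminescent beta-gal fragment complementation, chemiluminescent substrate. Read-out basis: agonist-driven arrestin binding to APJ. Timing: compound stimulation 90 min at 25 °C, detection 60 min.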
UPR CHOP act: activators of apoptotic arm of unfolded protein response (CHOP) | CHO-CHOP luciferase reporter, UPR activation, luminescence; percent of tunicamycin response over DMSO baseline | activation, % at 10 µM | 330,000 compounds, 0.34% hits;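 active = at 10 µM dose, activation of 40% or more, normalized to positive control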;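 also: 100% = tunicamycin at 10 µg/mL and 0% = DMSO alone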
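Assay system: CHO cells with stable CHOP pathway luciferase reporter; Buffer or medium: F12 plus 10% serum; Times: 16-18 h cell attachment, then 6 h compound exposure, 37 °C; Signal: luciferase luminescence; Read-out basis: percent activation relative to tunicamycin control; Control set: tunicamycin high control, DMSO low control.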
Mdm2 MdmX PPI: human Mdm2/MdmX binding inhibition | SaOS-2 split-luciferase Mdm2/MdmX complementation, luminescence | inhibition, % at 8 µM | AID 485346 | 330,000 compounds, 3% hits | O15151+Q00987;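 active = inhibition of at least 50% at 8 µM in the primary screen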
tim23-1 inh: tim23-1 yeast growth inhibition; S. cerevisiae tim23-1 growth, BacTiter-Glo luminescence, 24 h; inhibition, % at 20 µM; 330,000 compounds, 1.3% hits; AID 463212;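 active = growth inhibition of the mutant yeast at or above 50%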;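 also: temperature-sensitive mutant grown at 25 °C; plate controls were DMSO-treated mutant yeast for no effect and medium wells lacking yeast for full effect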
APJ antagonist: APJ receptor antagonism; P35414; CHO-K1 APJ beta-arrestin complementation, luminescence; inhibition, % at 20 µM; 330,000 compounds, 0.32% hits; AID 2521;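 active = inhibition above about 40% at 20 µM, limit read from the data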;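 also: cells challenged with 10 nM apelin-13 agonist together with compound; plate controls were apelin-13 plus DMSO wells for no effect and DMSO wells lacking apelin-13 for full effect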
CXCR6 block: inhibitors of human CXCR6 receptor. inhibition, % at 20 µM. O00574. 360,000 compounds, 0.36% hits. CHO-K1 PathHunter CXCR6 beta-arrestin, luminescence; in the data active = inhibition above about 34%, passing the limit was not always enough;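 also: antagonist mode with CXCL16 agonist at 10 nM final; 0% = 10 nM CXCL16 with DMSO and 100% = unstimulated wells without agonist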
Target sequence (O00574 whole entry, looked up): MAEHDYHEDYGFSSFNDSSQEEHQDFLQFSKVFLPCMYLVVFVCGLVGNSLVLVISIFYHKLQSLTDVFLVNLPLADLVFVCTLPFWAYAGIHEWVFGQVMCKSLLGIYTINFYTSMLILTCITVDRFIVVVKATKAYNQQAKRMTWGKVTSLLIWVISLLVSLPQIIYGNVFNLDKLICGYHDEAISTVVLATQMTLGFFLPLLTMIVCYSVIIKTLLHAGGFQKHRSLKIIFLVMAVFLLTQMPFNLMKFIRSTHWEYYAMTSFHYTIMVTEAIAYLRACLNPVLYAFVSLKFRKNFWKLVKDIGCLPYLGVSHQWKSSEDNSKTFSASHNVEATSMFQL
tim10-1 inh: inhibits growth of tim10-1 mutant yeast; 330,000 compounds, 2.2% hits; AID 463190; S. cerevisiae tim10-1 ts strain growth, BacTiter-Glo, 24 h; inhibition, % at 20 µM;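 active = inhibition of at least 40%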;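 also: mutant grown at 25 °C; 0% = DMSO wells with yeast and 100% = wells holding no yeast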
Starred values were filed as active, the others as inactive. An excerpt, so the mix of outcomes need not match the whole.

CC(OC(=O)c1oc2ccccc2c1CSC1CCCCC1)C(=O)NC(N)=O (stereo unspecified) was read as TIM10 inh -6.9, XBP1 UPR activ 1.8, APJ agonist -1.5, UPR CHOP act 5.1, Mdm2 MdmX PPI 12.4, tim23-1 inh -1.7, APJ antagonist -6.3, CXCR6 block 8.1 and tim10-1 inh 14.6.
Screening O=C(CCC1COc2ccccc2O1)NC1CCCCC1 (stereo unspecified) returned TIM10 inh -26.2, XBP1 UPR activ -0.9, APJ agonist -3.1, UPR CHOP act -0.4, Mdm2 MdmX PPI -37.6, tim23-1 inh 17.6, APJ antagonist -11.1, CXCR6 block -0.8 and tim10-1 inh 18.0.
O=C(CCc1nnc(C2(c3ccc(Cl)cc3)CCC2)o1)NCCCn1cccn1 was read as TIM10 inh 15.2, XBP1 UPR activ -1.5, APJ agonist -3.9, UPR CHOP act 1.2, Mdm2 MdmX PPI -22.1, tim23-1 inh 9.9, APJ antagonist -1.6, CXCR6 block -1.4 and tim10-1 inh 3.0.
For COc1ccc(C(=O)NC(=S)NNC(=O)c2ccncc2)cc1Br the results were TIM10 inh 16.7, XBP1 UPR activ -0.7, APJ agonist -3.0, UPR CHOP act -2.3, Mdm2 MdmX PPI 16.7, tim23-1 inh 24.0, APJ antagonist -17.1, CXCR6 block 2.8 and tim10-1 inh 20.2.
COc1cc(OC)cc(C(=O)Nc2c(F)cccc2F)c1 was read as TIM10 inh 22.4, XBP1 UPR activ 0.0, APJ agonist -2.9, UPR CHOP act 2.4, Mdm2 MdmX PPI 14.6, tim23-1 inh 19.1, APJ antagonist 10.7, CXCR6 block -4.5 and tim10-1 inh 21.1.
For CCCNC(=O)c1c(O)c2c([nH]c1=O)CCCC2 the results were TIM10 inh -64.0, XBP1 UPR activ 1.8, APJ agonist -0.9, UPR CHOP act 5.5, Mdm2 MdmX PPI 10.2, tim23-1 inh -10.5, APJ antagonist 6.0, CXCR6 block -3.1 and tim10-1 inh -34.3.
C/C(N)=C(/C#N)C(=O)COC(=O)c1oc2ccccc2c1COC(C)C was read as TIM10 inh 0.4, XBP1 UPR activ 1.4, APJ agonist 1.3, UPR CHOP act -1.1, Mdm2 MdmX PPI 25.2, tim23-1 inh 4.4, APJ antagonist -6.1, CXCR6 block -3.2 and tim10-1 inh 11.7.
N#Cc1cnn(-c2cccc(Cl)c2)c1-n1cccc1 was read as TIM10 inh -25.9, XBP1 UPR activ 3.5, APJ agonist -5.8, UPR CHOP act 2.1, Mdm2 MdmX PPI -8.5, tim23-1 inh 0.7, APJ antagonist -13.1, CXCR6 block -3.0 and tim10-1 inh -2.6.
CCc1ccc2c(COn3nnc4ccc(S(=O)(=O)N(C)C)cc43)cc(=O)oc2c1 was read as TIM10 inh 9.0, XBP1 UPR activ 3.4, APJ agonist -7.7, UPR CHOP act 0.4, Mdm2 MdmX PPI 20.5, tim23-1 inh 13.9, APJ antagonist 16.8, CXCR6 block 4.7 and tim10-1 inh 9.7.
For COCc1cc(=O)n2[nH]c(SC)nc2n1 the results were TIM10 inh 2.1, XBP1 UPR activ -1.4, APJ agonist -4.2, UPR CHOP act -2.9, Mdm2 MdmX PPI -15.6, tim23-1 inh 4.5, APJ antagonist 10.5, CXCR6 block -1.2 and tim10-1 inh 5.0.
`Nc1c(Cl)ncnc1NCCO` gave TIM10 inh 5.1, XBP1 UPR activ -0.4, APJ agonist -2.4, UPR CHOP act -1.2, Mdm2 MdmX PPI -0.7, tim23-1 inh 1.7, APJ antagonist -4.5, CXCR6 block -4.9 and tim10-1 inh -3.9.
CCOC(=O)C(NCc1ccc(OC)cc1)(NC(C)=O)C(F)(F)F (stereo unspecified) was read as TIM10 inh -2.1, XBP1 UPR activ -0.6, APJ agonist 0.0, UPR CHOP act 0.3, Mdm2 MdmX PPI -8.4, tim23-1 inh 2.8, APJ antagonist 5.3, CXCR6 block 6.4 and tim10-1 inh 1.5.
CCOC(=O)c1ccc(NC(=O)CN(c2ccc(C)cc2)S(=O)(=O)c2c(C)nn(C)c2C)cc1 was read as TIM10 inh 28.9, XBP1 UPR activ -4.4, APJ agonist -2.4, UPR CHOP act 1.9, Mdm2 MdmX PPI 8.0, tim23-1 inh 28.4, APJ antagonist -3.7, CXCR6 block 11.6 and tim10-1 inh 27.3.
COc1ccc(-c2nc(-c3ccc(Br)cc3)no2)c(OC)c1 was read as TIM10 inh 36.0, XBP1 UPR activ 1.1, APJ agonist -4.8, UPR CHOP act 5.3, Mdm2 MdmX PPI -95.9, tim23-1 inh 14.5, APJ antagonist -5.2, CXCR6 block 1.6 and tim10-1 inh 30.6.
Cc1cc(C)c(C#N)c(SCc2ccc3c(c2)OCO3)n1 was read as TIM10 inh 23.5, XBP1 UPR activ 1.1, APJ agonist -4.3, UPR CHOP act -1.2, Mdm2 MdmX PPI -11.0, tim23-1 inh 24.3, APJ antagonist 4.9, CXCR6 block 0.1 and tim10-1 inh 21.7.
CCN1CCN(S(=O)(=O)c2ccc(Cl)c(C(=O)N(CC)Cc3ccccc3)c2)CC1 was read as TIM10 inh 12.4, XBP1 UPR activ -2.2, APJ agonist 1.6, UPR CHOP act -1.0, Mdm2 MdmX PPI -2.8, tim23-1 inh 7.3, APJ antagonist 15.4, CXCR6 block 4.4 and tim10-1 inh 1.1.
O=C1c2ccccc2NC(c2cccc(Cl)c2)N1N=C1CCCCCC1 (stereo unspecified) was read as TIM10 inh 36.4, XBP1 UPR activ 0.2, APJ agonist 0.5, UPR CHOP act 2.1, Mdm2 MdmX PPI 6.9, tim23-1 inh 36.9, APJ antagonist -36.4, CXCR6 block 1.4 and tim10-1 inh 34.2.
Cc1c(/C=N/O)c2ccccn2c1C(=O)c1ccc(F)cc1 was read as TIM10 inh -11.8, XBP1 UPR activ 1.1, APJ agonist -4.3, UPR CHOP act -2.3, Mdm2 MdmX PPI 45.8, tim23-1 inh 15.8, APJ antagonist 11.6, CXCR6 block 10.9 and tim10-1 inh 17.1.
`O=C(C1=C[C@@H](C2CC2)C[C@@H](OCCCCO)O1)N1CCOCC1` gave TIM10 inh -0.1, XBP1 UPR activ 2.5, APJ agonist -2.7, UPR CHOP act 1.1, Mdm2 MdmX PPI 6.2, tim23-1 inh 5.5, APJ antagonist -59.4, CXCR6 block -5.4 and tim10-1 inh -5.2.
Screening Cc1cc(Cl)ccc1NC(=O)/C=N/O returned TIM10 inh -9.6, XBP1 UPR activ -2.9, APJ agonist -3.5, UPR CHOP act 1.3, Mdm2 MdmX PPI 10.7, tim23-1 inh -13.5, APJ antagonist 6.5, CXCR6 block -7.7 and tim10-1 inh -12.9.
Screening COc1cc(NS(=O)(=O)c2ccc(NC(=O)/C(=C\c3ccccc3OC)NC(=O)c3ccccc3)cc2)nc(OC)n1 returned TIM10 inh 8.7, XBP1 UPR activ -2.7, APJ agonist -1.9, UPR CHOP act -1.4, Mdm2 MdmX PPI 9.2, tim23-1 inh 34.0, APJ antagonist 19.0, CXCR6 block -8.8 and tim10-1 inh 11.6.
`O=C(Oc1cccc([N+](=O)[O-])c1)N1CCCCC1` gave TIM10 inh 3.3, XBP1 UPR activ 0.2, APJ agonist -2.8, UPR CHOP act 1.0, Mdm2 MdmX PPI -9.1, tim23-1 inh 1.2, APJ antagonist 21.0, CXCR6 block 5.8 and tim10-1 inh 2.9.
Screening Cc1ccc(-n2c(C)cc(C(=O)OCC(=O)N3CCOCC3)c2C)cc1 returned TIM10 inh -11.4, XBP1 UPR activ 0.9, APJ agonist -4.3, UPR CHOP act 0.9, Mdm2 MdmX PPI 16.4, tim23-1 inh 10.7, APJ antagonist 12.2, CXCR6 block 8.2 and tim10-1 inh -9.8.
`O=C(OCC(=O)N1CCOCC1)c1ccc(N2CCOCC2)c([N+](=O)[O-])c1` gave TIM10 inh 4.8, XBP1 UPR activ -1.6, APJ agonist -5.1, UPR CHOP act 1.3, Mdm2 MdmX PPI -2.2, tim23-1 inh -8.8, APJ antagonist 9.7, CXCR6 block 4.3 and tim10-1 inh -4.6.
NCC12CC3CC(CC(O)(C3)C1)C2 was read as TIM10 inh 11.8, XBP1 UPR activ 0.8, APJ agonist -4.0, UPR CHOP act -0.6, Mdm2 MdmX PPI 8.3, tim23-1 inh 9.1, APJ antagonist 3.8, CXCR6 block 4.3 and tim10-1 inh 3.4.
`CCCCC(=O)N1C/C=C\[C@H](c2ccc(OC)cc2)N(Cc2ccc(F)cc2)C(=O)[C@@H]1C` gave TIM10 inh 12.3, XBP1 UPR activ 0.0, APJ agonist 0.4, UPR CHOP act -0.2, Mdm2 MdmX PPI 23.8, tim23-1 inh 43.5, APJ antagonist -11.8, CXCR6 block 9.0 and tim10-1 inh 29.5.
`CCN1CCCC1CNCc1cc(OC)c(OC)c(OC)c1` (stereo unspecified) gave TIM10 inh -2.3, XBP1 UPR activ 0.4, APJ agonist -0.3, UPR CHOP act 0.6, Mdm2 MdmX PPI -23.6, tim23-1 inh 19.8, APJ antagonist 7.4, CXCR6 block 5.0 and tim10-1 inh 4.4.
For CN1C(=O)[C@@H]2[C@@H]3C[C@@H]([C@H]4ON=C(c5ccc(Cl)cc5Cl)[C@@H]34)[C@@H]2C1=O the results were TIM10 inh -2.3, XBP1 UPR activ -2.5, APJ agonist 2.7, UPR CHOP act 0.8, Mdm2 MdmX PPI 8.8, tim23-1 inh 25.3, APJ antagonist -18.2, CXCR6 block 2.2 and tim10-1 inh 19.4.
`O=C(CSc1nnc(-c2ccc(Cl)s2)o1)N1CCc2ccccc21` gave TIM10 inh 5.1, XBP1 UPR activ -0.6, APJ agonist -2.0, UPR CHOP act -0.9, Mdm2 MdmX PPI 25.2, tim23-1 inh -4.0, APJ antagonist -12.9 and tim10-1 inh 15.0.
For COc1ccc(Nc2cc(Cl)ccc2C(=O)O)cn1 the results were TIM10 inh 15.1, XBP1 UPR activ 1.5, APJ agonist -5.4, UPR CHOP act -1.0, Mdm2 MdmX PPI -13.0, tim23-1 inh 31.1, APJ antagonist 7.8, CXCR6 block 2.1 and tim10-1 inh -5.3.
`COc1ccc(C2/C=C\CN(Cc3ccco3)CC(=O)N2Cc2ccc(F)cc2)cc1` (stereo unspecified) gave TIM10 inh -0.1, XBP1 UPR activ -2.0, APJ agonist 1.6, UPR CHOP act -0.4, Mdm2 MdmX PPI 0.0, tim23-1 inh -4.5, APJ antagonist 17.0, CXCR6 block 7.6 and tim10-1 inh 20.8.
CN=Cc1c(NC)nc2c(C)cccn2c1=O was read as TIM10 inh 1.8, XBP1 UPR activ 3.6, APJ agonist -1.9, UPR CHOP act 0.1, Mdm2 MdmX PPI 27.0, tim23-1 inh 10.7, APJ antagonist 8.5, CXCR6 block -1.2 and tim10-1 inh 6.8.

Source: PubChem
